ABHD5-PLIN5 inh: blocks binding of human ABHD5 to perilipin-5; Split G. princeps luciferase complementation, luminescence, 4 h; inhibition, % at 4 µM; Q00G26+Q8WTS1; 0.78% of 360,000 active;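 active means inhibition above the mean inhibition across every tested compound plus 3 SD, cut at about 22% in these data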;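 further: 0% = DMSO only wells and the 100% control is not disclosed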
PDI turbidity: inhibitors of human protein disulfide isomerase | AID 588391 | 0.052% of 350,000 active | PDI insulin aggregation turbidity, A650, 90 min | inhibition, % at 10 µM;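 active means mean inhibition across replicates of 30% or more, whatever share of single replicates reach that level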;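 further: absorbance from insulin aggregation driven by PDI reduction with DTT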
Target sequence (P07237 whole entry, looked up): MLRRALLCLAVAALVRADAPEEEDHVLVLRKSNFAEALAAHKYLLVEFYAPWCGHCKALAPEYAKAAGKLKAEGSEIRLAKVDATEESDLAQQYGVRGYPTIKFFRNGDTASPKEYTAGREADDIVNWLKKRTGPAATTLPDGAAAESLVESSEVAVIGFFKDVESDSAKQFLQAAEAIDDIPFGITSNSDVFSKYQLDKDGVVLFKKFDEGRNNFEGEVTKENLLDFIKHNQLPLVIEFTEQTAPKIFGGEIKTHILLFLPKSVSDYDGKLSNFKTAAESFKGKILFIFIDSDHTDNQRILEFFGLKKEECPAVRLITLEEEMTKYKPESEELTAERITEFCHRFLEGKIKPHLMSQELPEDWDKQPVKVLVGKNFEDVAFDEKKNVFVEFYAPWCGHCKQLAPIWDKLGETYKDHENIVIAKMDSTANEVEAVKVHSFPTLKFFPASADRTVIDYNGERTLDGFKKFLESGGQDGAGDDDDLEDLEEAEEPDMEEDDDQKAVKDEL
ABCB6 inh 2: human ABCB6 transporter inhibition | K562-ABCB6 porphyrin accumulation, flow cytometry, 1 h; stronger effect = lower value | AID 602162 | fluorescence ratio to DMSO, % at 10 µM | 0.19% of 360,000 active | Q9NP58;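 active means fluorescence ratio to DMSO below 75%, the collection mean minus 3 SD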;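 further: signal is porphyrin accumulated inside mitochondria; 100% equals median channel fluorescence of DMSO control wells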
N-glyco inh: blocks N-linked glycosylation in D54 reporter cells; D54 ERlucT glycosylation luciferase reporter, 24 h; percent of 100 nM tunicamycin response; 0.23% of 360,000 active; reporter increase, % at 12.5 µM;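 active means mean luciferase reporter signal, scaled so untreated is 0 and the glycosylation-blocking control 100, at or above a set limit in every replicate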;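 further: luciferase carries N-glycosylation sites so blocking glycosylation raises the light; 0% = median of neutral control wells and 100% = median of 100 nM tunicamycin wells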
m5-HT2A agonist: mouse HTR2A agonism via beta-arrestin recruitment; P35363; CHO-K1 mHTR2A beta-arrestin complementation, luminescence; percent of 30 µM serotonin response; activation, % at 7.6 µM; 0.66% of 360,000 active;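 active means activation above a run cutoff, the mean activation of all tested compounds plus 3 SD, cut at about 14% in these data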;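 further: 0% = plate median of compound wells and 100% = 30 µM serotonin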
Target sequence (P35363 whole entry, looked up): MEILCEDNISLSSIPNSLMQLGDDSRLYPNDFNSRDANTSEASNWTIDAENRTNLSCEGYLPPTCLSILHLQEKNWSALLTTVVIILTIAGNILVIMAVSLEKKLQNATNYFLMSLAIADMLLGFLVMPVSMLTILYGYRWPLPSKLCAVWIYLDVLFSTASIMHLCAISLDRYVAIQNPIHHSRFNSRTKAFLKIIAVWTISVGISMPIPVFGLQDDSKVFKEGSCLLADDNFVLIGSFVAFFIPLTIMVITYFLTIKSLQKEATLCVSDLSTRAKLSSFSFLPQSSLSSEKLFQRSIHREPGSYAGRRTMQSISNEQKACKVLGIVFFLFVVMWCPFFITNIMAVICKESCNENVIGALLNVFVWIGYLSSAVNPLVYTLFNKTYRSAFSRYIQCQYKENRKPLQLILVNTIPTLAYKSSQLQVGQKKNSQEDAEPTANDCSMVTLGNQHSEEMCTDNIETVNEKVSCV
Granule exo inh: blocks lytic granule exocytosis; TALL-104 LAMP-1 surface exposure, flow cytometry; cells stimulated with thapsigargin and PMA; inhibition, % at 10 µM; 0.66% of 360,000 active;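 active means inhibition above about 55%, limit read from the data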
MC4R barr agon: human MC4R agonism via beta-arrestin. U2OS MC4R beta-arrestin complementation, luminescence; percent of melanotan II response, DMSO zero. AID 540308. 0.98% of 360,000 active. P32245. activation, % at 8.9 µM;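 active means activation above a per-plate cutoff, the mean activation of sample wells on that plate plus 3 SD, cut at about 8% in these data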
H9c2 protect: modulators protecting cardiomyocytes from myocardial damage | H9c2 cardiomyocytes, H2O2 injury protection, ATPLite, 2 h | protection from H2O2 cell death, % at 20 µM | 0.63% of 360,000 active | AID 588492;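 active means compounds giving at least 50% protection of heart cells from peroxide-induced death in the single-dose screen, raw or plate-pattern-corrected value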;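 further: 0% = DMSO wells with peroxide and 100% = DMSO wells without peroxide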
MC4R antag cAMP: antagonists of human melanocortin 4 receptor (MC4R). P32245. 0.48% of 360,000 active. inhibition, % at 6.5 µM. MC4R-expressing cells, MTII-stimulated cAMP, LANCE TR-FRET;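 active means inhibition above its plate's cutoff, the mean of tested wells on that plate plus 3 SD, cut at about 29% in these data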;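 further: 0% = Melanotan II alone and 100% = Melanotan II plus saturating MCL0020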
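Material: U2OS-MC4R stable cell line | Reagent: Melanotan II challenge after compound preincubation | Doses: One concentration, 6.5 µM nominal | Incubation: 30-min compound preincubation, 1-h Melanotan II challenge, 1-h detection, room temperature | Signal: TR-FRET cAMP assay | Replicates: One well per compound, no replicates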
CaV13 ICDI inh: Disruptors of the CACNA1D IQ motif to Ca2+-dependent inactivation inhibitor domain association, primary screening, Förster resonance energy transfer in intact living …; HEK cells, CFP/YFP FRET ICDI-IQ, plate reader, 10 min; percent FRET-ratio fall versus neutral wells; inhibition, % at 12.3 µM; 0.098% of 340,000 active; AID 743397;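 active means mean replicate inhibition of at least 30% and at least 1% of replicates passing that level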;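 further: 0% = median of the neutral control wells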
Numbers without * were called inactive; . = no result given.

Field names – A = ABHD5-PLIN5 inh; B = PDI turbidity; C = ABCB6 inh 2; D = N-glyco inh; E = m5-HT2A agonist; F = Granule exo inh; G = MC4R barr agon; H = H9c2 protect; I = MC4R antag cAMP; J = CaV13 ICDI inh
COc1ccc(-c2cc3ccc(OCC(N)=O)cc3oc2=O)cc1OC
  A: 10 | B: -8 | C: 92 | D: 3 | E: 12 | F: -16 | G: -0.1 | H: 0 | I: -3 | J: -6

COc1ccccc1NC(=O)c1ccc(COc2ccccc2Br)o1
  A: -11 | B: -16 | C: 91 | D: 2 | E: -12 | F: -3 | G: -0.5 | H: -3 | I: -1 | J: -10

COc1ccc(CCNC(=O)c2cc3c(cc2Cl)N2CCCCCC2=NS3(=O)=O)cc1
  A: 8 | B: 2 | C: 101 | D: 2 | E: 0 | F: 2 | G: -1.4 | H: -3 | I: 8 | J: -5

O=C1OCCN1C(=O)[C@H]1[C@H](c2ccccc2)C(c2ccccc2)=NN1c1ccc(Br)cc1
  A: -5 | B: 17 | C: 99 | D: 1 | E: -3 | F: 2 | G: 1.1 | H: 4 | I: 16 | J: -6

COc1ccc(C=O)cc1OC1C=CCCC1 (stereo unspecified)
  A: -1 | B: -11 | C: 98 | D: 0 | E: 7 | F: -2 | G: -2.0 | H: 0 | I: 3 | J: -17

O=C(COC(=O)c1cccc(Cl)c1)NCCN1C(=O)CSC1=O
  A: -4 | B: 10 | C: 101 | D: 0 | E: 1 | F: -6 | G: 6.2 | H: -2 | I: -6 | J: -5

CCn1c(SCC(=O)Nc2ccc3c(c2)OCCO3)nnc1-c1ccco1
  A: 3 | B: 4 | C: 97 | D: 3 | E: 5 | F: 2 | G: -2.8 | H: -4 | I: 5 | J: -9

Cc1ccccc1C(=O)NC(CC(C)C)C(=O)Nc1ccc(S(N)(=O)=O)cc1 (stereo unspecified)
  A: 2 | B: 3 | C: 95 | D: 0 | E: -2 | F: 17 | G: -1.0 | H: -2 | I: 9 | J: -5

COc1ccc(OC)c(N(CC(=O)NCc2cccnc2)S(C)(=O)=O)c1
  A: -2 | B: 5 | C: 95 | D: 1 | E: 2 | F: 0 | G: 0.3 | H: 1 | I: 10 | J: -3

CCN(CC)C(=O)[C@H]1C[C@H](CC(=O)NCc2cccc(C(F)(F)F)c2)C(=O)N2CCc3c([nH]c4cc(-c5ccco5)ccc34)[C@]12C
  A: 13 | B: 29 | C: 101 | D: 1 | E: 0 | F: 50 | G: 0.4 | H: -7 | I: -1 | J: .

Cc1ccc(C)c(NC(=O)CSc2sc3c(O)cc(=O)[nH]c3c2C#N)c1
  A: -9 | B: 2 | C: 94 | D: -1 | E: 2 | F: 19 | G: -1.8 | H: 2 | I: 0 | J: -4

CC(C)[C@@H](C(=O)OCC(=O)Nc1ccc2c(c1)OCO2)N1C(=O)c2ccccc2C1=O
  A: -8 | B: -3 | C: 102 | D: 1 | E: -1 | F: 0 | G: -1.6 | H: -12 | I: 0 | J: 0

COc1cc(CC(=O)Nc2ccccc2N2CCCCC2)cc(OC)c1OC
  A: 1 | B: -5 | C: 99 | D: -4 | E: -1 | F: 1 | G: -1.2 | H: 6 | I: 4 | J: -2

O=C(Nc1nnc(SCc2ccc(F)cc2)s1)c1cccnc1Cl
  A: 3 | B: -7 | C: 98 | D: 4 | E: 6 | F: -1 | G: -0.5 | H: -5 | I: 7 | J: 2

Cc1cccc(N2CCN(CC(=O)Nc3ccccc3[N+](=O)[O-])CC2)c1C
  A: 15 | B: 7 | C: 97 | D: 1 | E: 0 | F: 1 | G: -1.1 | H: 1 | I: 5 | J: .

Cc1csc(NC(=S)NC(=O)c2ccccc2)n1
  A: -1 | B: -1 | C: 93 | D: -1 | E: 2 | F: -5 | G: -1.6 | H: -12 | I: 4 | J: -7

CC(C)=CCC/C(C)=C/CNC(=O)C[C@H]1C[C@H](C(=O)N(C(C)C)C(C)C)[C@@]2(C)c3[nH]c4cc(-c5ccco5)ccc4c3CCN2C1=O
  A: 12 | B: 15 | C: 100 | D: -6 | E: -4 | F: 19 | G: 0.9 | H: -11 | I: 10 | J: -4

CC(C)(C)c1cnnn1-c1ccc([N+](=O)[O-])cc1
  A: -4 | B: -4 | C: 101 | D: -1 | E: 1 | F: 0 | G: -1.8 | H: 1 | I: -1 | J: -4

CCCC1(c2ccccc2)NC(=O)N(CC(=O)Nc2cc(S(=O)(=O)N3CCOCC3)ccc2Cl)C1=O (stereo unspecified)
  A: -2 | B: -3 | C: 97 | D: -1 | E: 9 | F: -3 | G: -1.3 | H: 3 | I: 12 | J: 2

Cc1ccnc2nc(C(=O)OC(C)C(=O)NCc3ccccc3)nn12 (stereo unspecified)
  A: 1 | B: 5 | C: 96 | D: 5 | E: -3 | F: 8 | G: -1.0 | H: 3 | I: 2 | J: -2

Molecules shown so far with fluorine, in the order listed:
Field names – A = ABHD5-PLIN5 inh; B = PDI turbidity; C = ABCB6 inh 2; D = N-glyco inh; E = m5-HT2A agonist; F = Granule exo inh; G = MC4R barr agon; H = H9c2 protect; I = MC4R antag cAMP; J = CaV13 ICDI inh
CCN(CC)C(=O)[C@H]1C[C@H](CC(=O)NCc2cccc(C(F)(F)F)c2)C(=O)N2CCc3c([nH]c4cc(-c5ccco5)ccc34)[C@]12C
  A: 13 | B: 29 | C: 101 | D: 1 | E: 0 | F: 50 | G: 0.4 | H: -7 | I: -1 | J: .

O=C(Nc1nnc(SCc2ccc(F)cc2)s1)c1cccnc1Cl
  A: 3 | B: -7 | C: 98 | D: 4 | E: 6 | F: -1 | G: -0.5 | H: -5 | I: 7 | J: 2

Following part
Field names – A = ABHD5-PLIN5 inh; B = PDI turbidity; C = ABCB6 inh 2; D = N-glyco inh; E = m5-HT2A agonist; F = Granule exo inh; G = MC4R barr agon; H = H9c2 protect; I = MC4R antag cAMP; J = CaV13 ICDI inh
O=C(NCCc1ccccc1)c1cnc2n(c1=O)CCS2
  A: -2 | B: 1 | C: 104 | D: -2 | E: -1 | F: -6 | G: -1.3 | H: 5 | I: 12 | J: 3

COc1cc(OC)cc(C(=O)OCC(=O)Nc2ccc3[nH]c(=O)[nH]c3c2)c1
  A: -8 | B: 18 | C: 101 | D: 1 | E: 7 | F: -1 | G: -0.6 | H: 11 | I: 3 | J: -5

N#Cc1cccc(NC(=O)CN2NS(=O)(=O)c3ccccc3C2=O)c1
  A: -4 | B: -29 | C: 99 | D: -6 | E: 0 | F: 1 | G: -1.2 | H: 6 | I: 4 | J: .

O=C(CN1C(=O)NC2(CCCCCC2)C1=O)N1CCN(S(=O)(=O)c2ccccc2)CC1
  A: 8 | B: 10 | C: 97 | D: 0 | E: -2 | F: -4 | G: -0.9 | H: 5 | I: -3 | J: -7

O=C1CS/C(=C\[N+](=O)[O-])N1c1ccccc1
  A: 3 | B: -7 | C: 100 | D: 0 | E: 1 | F: -2 | G: 2.3 | H: -2 | I: 2 | J: -8

CC1(C(=O)NCC2CC2)CCN1C(=O)C1(c2ccc(Cl)cc2)CC1 (stereo unspecified)
  A: 1 | B: 2 | C: 101 | D: -2 | E: 2 | F: 4 | G: 1.7 | H: 3 | I: 7 | J: -7

CCCCNC(=S)NNc1c(Cl)cc(Cl)cc1Cl
  A: -12 | B: -3 | C: 94 | D: -1 | E: -5 | F: 3 | G: -1.6 | H: -8 | I: -4 | J: -2

O=C(NCc1ccccc1)c1cc(C2COCCN2C(=O)C/C=C/c2ccccc2)on1 (stereo unspecified)
  A: 0 | B: 10 | C: 88 | D: -1 | E: -2 | F: 7 | G: 0.3 | H: -10 | I: 10 | J: -3

Cc1ccc(S(=O)(=O)CCC(=O)OCC(=O)Nc2sccc2C#N)cc1
  A: -2 | B: -5 | C: 99 | D: 2 | E: 5 | F: 6 | G: 1.1 | H: 2 | I: 4 | J: -5

C[C@H]1CN([C@@H](C)CO)C(=O)CCCn2cc(nn2)CO[C@@H]1CN(C)C(=O)Nc1ccccc1C(F)(F)F
  A: 10 | B: -1 | C: 103 | D: 3 | E: -2 | F: 5 | G: -2.6 | H: 20 | I: -3 | J: -4

Cc1ccc(NC(=O)C2CC(=O)N(Cc3ccco3)C2)cc1 (stereo unspecified)
  A: -4 | B: -5 | C: 96 | D: 2 | E: 9 | F: 3 | G: -0.8 | H: 7 | I: -2 | J: -3

COc1ccc(CCN2C(=O)C(Oc3ccccc3C)C2c2ccc3c(c2)OCO3)cc1OC (stereo unspecified)
  A: -4 | B: 3 | C: 123 | D: -3 | E: 0 | F: -1 | G: -0.5 | H: 13 | I: 5 | J: -5

Cc1cccc(C)c1OCC(O)CNS(=O)(=O)c1ccccc1C(=O)N1CCOCC1 (stereo unspecified)
  A: 12 | B: 15 | C: 98 | D: 1 | E: 7 | F: 1 | G: -0.8 | H: 1 | I: 6 | J: -7

COC(CNC(=O)[C@H](CSCc1ccccc1)N1Cc2ccccc2C1=O)OC
  A: -1 | B: 14 | C: 100 | D: 2 | E: 0 | F: 13 | G: -1.2 | H: 11 | I: 6 | J: -3

COc1cc(/C=C/C(=O)OCC(=O)c2ccccc2)cc(OC)c1OC
  A: 1 | B: 2 | C: 99 | D: 1 | E: -1 | F: -1 | G: -2.5 | H: 8 | I: -10 | J: -2

CC(=O)c1cccc(NC(=O)COC(=O)c2ccc3c(c2)OCO3)c1
  A: 0 | B: -6 | C: 102 | D: 1 | E: 4 | F: 2 | G: -1.7 | H: 0 | I: 0 | J: -4

O=C(Cn1nnc(-c2ccc(Cl)cc2)n1)NC(=O)NC1CCCC1
  A: 3 | B: 9 | C: 100 | D: 1 | E: 12 | F: -9 | G: -0.6 | H: 0 | I: 8 | J: -8

O=C(NCCc1ccccc1)c1cccnc1N1CCCCCC1
  A: 7 | B: -2 | C: 104 | D: -2 | E: -1 | F: -3 | G: 0.8 | H: -4 | I: 7 | J: -10

CC(C)CNC(=O)c1cccc(NC(=O)c2ccc(Cl)c([N+](=O)[O-])c2)c1
  A: -5 | B: -8 | C: 101 | D: 0 | E: 1 | F: -2 | G: 1.6 | H: -25 | I: 32* | J: -5

O=c1cc(NC2CCCCC2)[nH]c(=O)[nH]1
  A: -8 | B: 7 | C: 96 | D: -3 | E: -7 | F: 16 | G: 0.3 | H: 2 | I: 0 | J: -4

CO[C@@H]1O[C@@H]2COC(c3ccccc3)O[C@@H]2[C@@H](OC)[C@@H]1O (stereo partly specified)
  A: 3 | B: 2 | C: 89 | D: 0 | E: 8 | F: -1 | G: 0.0 | H: 3 | I: 15 | J: .

COc1ccc(NS(=O)(=O)c2ccc(OC)c(OC)c2)cc1OC
  A: 0 | B: -1 | C: 99 | D: 2 | E: 0 | F: 0 | G: -0.5 | H: -13 | I: 2 | J: .

O=C(NC(C(=O)N/N=C/c1cc([N+](=O)[O-])ccc1O)c1n[nH]c(=O)c2ccccc12)c1ccccc1 (stereo unspecified)
  A: -7 | B: -1 | C: 94 | D: 2 | E: -23 | F: 10 | G: -4.0 | H: 43 | I: 6 | J: -7

N#Cc1nc(COc2ccc(Br)cc2)oc1NCCCn1ccnc1
  A: 2 | B: -13 | C: 98 | D: 0 | E: -8 | F: 1 | G: 2.2 | H: 0 | I: -4 | J: .

CCn1cc(C(=O)N2CCN(C(=O)c3ccco3)CC2)c2cc(OC)c(OC)cc2c1=O
  A: -3 | B: 1 | C: 90 | D: 1 | E: 3 | F: 0 | G: -0.4 | H: -5 | I: 5 | J: -4

High-throughput results (PubChem BioAssay)
